Screening data as filed in PubChem.
VHR inh color = inhibitors of human VHR1 phosphatase (DUSP3); P51452; recombinant VHR phosphatase, colorimetric substrate read-out; inhibition, % at 20 µM; actives 0.7% (n = 50,000); AID 1992; in the data active = inhibition above about 60%; also: some results filed as inactive read as strong as hits
Target sequence (P51452 whole entry, looked up): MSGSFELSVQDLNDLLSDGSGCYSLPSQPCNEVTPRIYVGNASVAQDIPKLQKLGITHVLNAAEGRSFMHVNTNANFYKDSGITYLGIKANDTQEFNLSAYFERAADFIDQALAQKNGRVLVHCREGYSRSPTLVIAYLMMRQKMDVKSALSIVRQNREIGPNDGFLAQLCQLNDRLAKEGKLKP
* marks the source's active call; other numbers are inactive results.

SMILES	VHR inh color
COc1cc(C2SCC(=O)N2c2c(C)n(C)n(-c3ccccc3)c2=O)ccc1O (centres undefined)	86
O=C(/C(=C\c1ccc(Cl)cc1)c1nc2ccccc2s1)c1ccccc1	-17
CCc1ccc(NC(=O)CN2C(=O)c3ccccc3C2=O)cc1	-10
COc1ccc(-c2nc3ccccc3c(=O)n2-c2cccnc2)cc1	1
COc1cc(/C=C2\C(=O)NC(=O)N(c3ccc(F)cc3)C2=O)ccc1O	16
O=C1NC(=S)N(c2ccc(F)cc2)C(=O)/C1=C/c1ccc(Br)o1	94*
Cc1cc(C(=O)Nc2c[nH]c(=O)[nH]c2=O)ccc1[N+](=O)[O-]	-1
Oc1ccc(/C=N/Nc2nc(N3CCCC3)nc(N3CCCC3)n2)cc1O	-23
COc1cc(Cl)cc(/C=C2\SC(=S)N(C)C2=O)c1O	5
O=C(Nc1cc(Cl)cc(Cl)c1)S(=O)(=O)c1ccccc1	-3
Cc1ccc2nsnc2c1NC(=O)COc1ccc(Br)cc1	-18
O=C(Nc1cccnc1)c1cnn2c1NC(c1cccs1)CC2C(F)(F)F (centres undefined)	24
O=C(NC(=S)Nc1ccc2oc(-c3ccc(Cl)c(Cl)c3)nc2c1)c1ccccc1	-21
CC(C)(C)C1CCc2c(sc3ncn(N)c(=N)c23)C1 (centres undefined)	24
Cc1cc(C)nc(Nc2nc3ccccc3s2)n1	-5
COc1ccccc1C(=O)O/C(=C/c1nc2ccccc2n1C)c1ccccc1OC	-3
CN1C(=O)C(=Cc2cccc(OCCOc3ccccc3)c2)C(=O)N(C)C1=O	-12
CCOC(=O)c1cnn(C(=O)OCC)c1N	-5
CCCN1C/C(=C\c2ccccc2)C(=O)/C(=C/c2ccccc2)C1	-19
O=C(Nc1ccc2nn(-c3ccc(F)cc3)nc2c1)c1ccc([N+](=O)[O-])cc1	-4
CCOC(=O)c1ccc(NC(=O)C(=O)NCCCOC)cc1	8
CCOc1ccc(N(CC(=O)Nc2ccc(C)cc2C)S(=O)(=O)c2ccc(SC)cc2)cc1	-34
C/C(O)=C/c1nc2ccccc2n(-c2ccccc2)c1=O	-4
COc1ccccc1NC(=O)C1=C(C)NC(=O)NC1c1cccc(OC)c1OC (centres undefined)	25
Cc1ccc(CNC(=O)C(C)Oc2ccc(Cl)cc2Cl)cc1 (centres undefined)	0
SMILES	VHR inh color
COc1ccc(-c2cc(C3CC3)nc(SC)c2C#N)cc1	-34
COc1c(C2=CC(=O)N(C)C2=O)c2c(n1C)C(=O)c1ccccc1C2=O	25
O=S(=O)(c1ccc(Oc2ccccc2)cc1)N1CCOCC1	0
COC(=O)c1c(NC(=O)C2C3CCC(C3)C2C(=O)O)sc(C)c1-c1ccc(C)cc1 (centres undefined)	-6
COc1ccccc1NC(=O)C(=O)N/N=C/c1cccc(OC)c1O	-21
CCOC(=O)C1CCN(C(=O)Nc2cccc3ccccc23)CC1	-14
Cc1cccc(NC(=O)/C(C#N)=C\c2ccc(OCC(=O)O)cc2)c1	29
CCOc1ccc(C(=O)Nc2ccc(NC(=O)c3ccccc3)c(C)c2)cc1	4
C=CCC1(N(C(C)=O)c2ccccc2)CCCCC1	3
O=C(OCc1nc2c(ccc3ccccc32)[nH]1)C1CCCCC1	8
CCOc1cc(C(=S)N2CCCCC2)cc(I)c1O	28
CC(=O)N1C(c2cnc(-c3ccccc3)c(C)c2)CC=C(C)C1c1ccccc1 (centres undefined)	-34
CC1CCc2c(sc3nc(-c4ccccc4)oc(=O)c23)C1 (centres undefined)	-29
COc1ccc(Br)cc1C(=O)Nc1ccc2c(c1)oc1ccccc12	-3
CCOc1cc(C(=O)Nc2c(C)ccc3nsnc23)cc(OCC)c1OCC	-9
CCC1CCCCN1Cc1c(O)ccc2c(=O)c(-c3ccccc3)coc12 (centres undefined)	9
CCN(CC)CCOC(=O)c1ccc(NC(=O)c2ccc(OC)c(OC)c2)cc1	-30
O=C(Nc1ccccc1NC(=O)c1ccc(F)cc1)c1ccc(F)cc1	2
CCc1ccccc1NC(=O)CN(c1ccccc1)S(=O)(=O)c1ccccc1[N+](=O)[O-]	1
COc1ccc(NS(=O)(=O)c2ccc([N+](=O)[O-])cc2)cc1Cl	-10
CC1(C)OC2C(C(=O)O)O[C@@H](n3cnc4c(N)ncnc43)C2O1 (some centres undefined)	-3
O=[N+]([O-])c1ccc(Sc2nc3ccccc3s2)c(C(F)(F)F)c1	2
Cn1c(=O)c2c(nc(N/N=C/c3ccccc3Cl)n2Cc2ccccc2)n(C)c1=O	-8
COC(=O)c1ccccc1NC(=O)c1cccc(F)c1	6
COc1ccc(Br)cc1CN1CCN(Cc2ccc([N+](=O)[O-])cc2)CC1	9
SMILES	VHR inh color
CCOC(=O)/C(C#N)=C/c1ccc(OC)cc1OC	-5
O=C(CCCOc1ccc(Cl)cc1Cl)Oc1ccc(Cl)cc1Cl	-18
Cc1nnc(C)n1/N=C/c1ccccc1Br	-47
CCC(C)c1ccc(NC(=O)CCc2ccccc2)cc1 (centres undefined)	-8
Cn1ccnc1SCC(=O)Nc1ncc([N+](=O)[O-])s1	-25
O=C(/C=C/c1ccccc1)Nc1nnc(-c2ccco2)s1	-6
COc1ccc(CC(=O)NNC(=O)c2cccc(Cl)c2)cc1OC	-16
CC(C)C(=O)Nc1ccc2oc(-c3ccc(Cl)cc3)nc2c1	-5
COc1ccc(NC(=O)c2ccc(CN3CCN(Cc4ccccc4)CC3)cc2)cc1OC	2
CC(Oc1cccc(Cl)c1)C(=O)Nc1ccc([N+](=O)[O-])cc1Cl (centres undefined)	-2
COc1cccc2c1NC(c1ccc(Br)cc1)C1CC=CC21 (centres undefined)	-4
COc1ccc(-c2cc(C(F)(F)F)n3nc(C(=O)NCc4ccco4)c(Cl)c3n2)cc1OC	-8
COc1ccc([N+](=O)[O-])cc1N(CC(O)CN1CCOCC1)S(=O)(=O)c1ccc(C)cc1 (centres undefined)	5
O=C(Nc1ccc(Cl)c(Cl)c1)c1ccc(Br)o1	-1
c1cncc(CN2CCN(C3CC4CCC3C4)CC2)c1 (centres undefined)	-10
CCN(C1CCCCC1)S(=O)(=O)c1ccc(F)cc1	-6
Cc1ccc(NC(=O)COc2ccc3ccccc3c2)cc1	3
COC(=O)c1ccccc1NC(=O)Cc1ccc(OC)c(OC)c1	-6
O=C1c2cc3ccccc3cc2C(=O)N1c1ccc(O)cc1	-37
COc1ccc2oc(C)c(C(O)c3ccccc3)c2c1 (centres undefined)	-22
COC(=O)c1c(C)oc2ccc(NS(=O)(=O)c3ccc(F)cc3)cc12	5
O=C(NC(=S)Nc1ccccc1SC(F)(F)C(F)(F)C(F)(F)F)c1cccs1	0
COc1cc(OC)c(C(=O)N2CC(=O)Nc3ccccc32)c(OC)c1	-23
CCN(CC)c1ccc(N=Cc2c(O)n(C)c(=S)n(C)c2=O)cc1	11
Brc1ccc(OCCOc2ccc(/C=N/n3cnnc3)cc2)cc1	114*

Retrieved by compound from the list above, 2 records:
SMILES	VHR inh color
O=C(Nc1ccc(Cl)c(Cl)c1)c1ccc(Br)o1	-1
CCN(CC)c1ccc(N=Cc2c(O)n(C)c(=S)n(C)c2=O)cc1	11

(listing goes on)
SMILES	VHR inh color
CC(C)OC(=O)c1c(-c2ccc(F)cc2)csc1N	44
CNC(=O)CN(c1ccc(OC)cc1)S(=O)(=O)c1ccc(C)cc1	-20
O=C(COc1ccccc1[N+](=O)[O-])Nc1ccc2oc(-c3cc(Br)ccc3Cl)nc2c1	0
Cc1ccc(CNC(=O)CN2C(=O)c3ccccc3C2=O)cc1	-6
O=C(COc1ccc2ccccc2c1)Nc1ccc(S(=O)(=O)Nc2nccs2)cc1	3
O=c1[nH]c(NCCO)nc2ncn(Cc3ccccc3)c12	2
Cc1c(NS(=O)(=O)c2ccc(F)cc2)c(=O)n(-c2ccccc2)n1C	26
Cc1nn(C)c(C)c1Sc1ccc(Br)cc1	14
CCCn1c(SCC(=O)O)nc2ccccc21	-6
c1ccc(COc2ccc(C3Nc4cccc5cccc(c45)N3)cc2)cc1	5
CCCOC(=O)c1ccc(NC(=O)c2ccc(-c3cccc(Cl)c3)o2)cc1	109*
O=C(O)/C=C/C(=O)Nc1ccccc1-c1ccccc1	-1
CCOc1ccc(S(=O)(=O)N/N=C/c2c(C)[nH]c(=O)[nH]c2=O)cc1	-4
CC(=O)NC1C(O)CC2C3CC=C4CC(O)CCC4(C)C3CCC21C (centres undefined)	13
O=C1N(c2ccccc2)C(c2ccc(Cl)cc2)N2CCCN12 (centres undefined)	-9
COc1cc([N+](=O)[O-])ccc1N/C(N)=N\c1nc(C)cc(C)n1	-14
COc1ccc(OC)c(NC(=O)c2ccc(OCC(C)C)cc2)c1	-10
O=C(Nc1cccc2nsnc12)c1cccc(OCc2ccccc2)c1	-8
C#CCOc1ccc(C=C2C(=O)NC(=S)NC2=O)cc1Br	54
Cc1ccc(C2C(C#N)=C(N)Oc3c2sc2ccccc32)o1 (centres undefined)	60
CS(=O)(=O)N(CC(=O)Nc1cc(Cl)cc(Cl)c1)c1ccc(Cl)cc1	-4
Cc1ccc(C(=O)Nc2ccc(NC(=O)c3ccc(Br)cc3)cc2)cc1	11
Cc1cc(C)c2c(NCSCc3ccccc3)c(C#N)sc2n1	-22
O=C(N=Nc1c(O)n(CN2CCCC2)c2ccc(Br)cc12)c1cccnc1	-2
CCOc1ccc(C(=O)Nc2cccc(-c3nc4cc(Cl)ccc4o3)c2C)cc1Br	-9
SMILES	VHR inh color
CCCOc1ccc2nc(C)c(CCC)c(Cl)c2c1	-110
N#C/C(=C\c1ccc(OCc2ccccc2)cc1)c1nc(-c2ccc(Br)cc2)cs1	1
Clc1ccc(-c2noc(-c3ccc(Cl)cc3Cl)n2)cc1	19
COc1ccccc1C/C(N)=N/OC(=O)COc1ccc(Cl)cc1	-20
COc1ccc(/C=C2\SC(=O)N(CCc3nnc(N)s3)C2=O)cc1	8
Cc1ccccc1CN1CCN(C(=O)COc2ccc(Cl)cc2)CC1	8
CCCCOc1ccc(NC(=O)c2cncc(Br)c2)cc1	-29
CC1CN(c2ccc([N+](=O)[O-])cc2)CCN1S(C)(=O)=O (centres undefined)	-34
N#CC1=C(N)Oc2c(ccc3cccnc23)C1c1ccc(Cl)cc1Cl (centres undefined)	14
O=C(c1ccccc1)N1CCN(CCN2C(=O)c3cccc4cccc(c34)C2=O)CC1	-14
COc1ccc(/C(N)=N/OC(=O)c2cccc([N+](=O)[O-])c2C)cc1	-9
COc1ccc(C)cc1NC(=O)/C=C/c1ccc(Cl)cc1Cl	0
O=c1c2ccccc2c(-c2ccccc2)nn1Cc1cccc(Br)c1	0
Cc1ccc(C(=O)NCCNc2ccc([N+](=O)[O-])cc2)cc1	12
COc1ccc(C(=O)NC2CC(C)(C)NC(C)(C)C2)cc1OC	-53
CCCOc1ccc(-c2ccc(-c3nc(-c4cc(OC)c(OC)c(OC)c4)no3)cc2)cc1	-5
CCOC(=O)CCNC(=O)c1ccccc1Br	14
CC(=O)C1=C(O)C(=O)N(CCCC(=O)O)C1c1ccc(F)cc1 (centres undefined)	0
COc1ccc(C(=O)Oc2ccc3c(c2)C(C)=CC(C)(C)N3)cc1	4
Cc1nc2ccccn2c1C(=O)NC1CCCCC1	-19
CC1CCC(NCCc2ccc3c(c2)OCO3)CC1 (centres undefined)	-3
Cc1cc(F)ccc1NCc1ccncc1	-15
Cn1/c(=N/N=C/c2cc(Br)ccc2O)sc2ccccc21	114*
CCCCC1CCC(C(=O)Nc2nc3ccccc3n2C)CC1 (centres undefined)	-7
Cc1ccc(C(C)C)c(OCCNC(=O)c2cccs2)c1	-17
SMILES	VHR inh color
COC(=O)c1cc(NC(=O)c2cccc(OC(C)C)c2)cc(C(=O)OC)c1	-6
Cc1ccc(NC(=O)c2cccc(F)c2)c(C)c1	-14
O=C(Nc1ccc2c(c1)oc1ccccc12)c1ccc([N+](=O)[O-])cc1	-13
CCOc1ccc(NC(=O)/C=C/c2ccc([N+](=O)[O-])cc2)cc1	-1
CCOC(=O)C1=C(C)N=c2s/c(=C\c3ccc(N(CC)CC)o3)c(=O)n2C1c1ccc(OC)c(OC)c1 (centres undefined)	2
COc1ccc(CCC(=O)NCCC(c2ccccc2)c2ccccc2)cc1	-6
Cc1ccc(OCC(=O)Nc2cc(Cl)cc(Cl)c2)cc1C	-2
COc1ccccc1-n1c(O)c(C=C2C=Nc3ccccc32)c(=O)[nH]c1=S	6

Part of the list above, set out differently:
structure,VHR inh color
COc1ccc(/C=C2\SC(=O)N(CCc3nnc(N)s3)C2=O)cc1,8
Cc1ccccc1CN1CCN(C(=O)COc2ccc(Cl)cc2)CC1,8
CCCCOc1ccc(NC(=O)c2cncc(Br)c2)cc1,-29
CC1CN(c2ccc([N+](=O)[O-])cc2)CCN1S(C)(=O)=O (centres undefined),-34
N#CC1=C(N)Oc2c(ccc3cccnc23)C1c1ccc(Cl)cc1Cl (centres undefined),14
O=C(c1ccccc1)N1CCN(CCN2C(=O)c3cccc4cccc(c34)C2=O)CC1,-14
COc1ccc(/C(N)=N/OC(=O)c2cccc([N+](=O)[O-])c2C)cc1,-9
COc1ccc(C)cc1NC(=O)/C=C/c1ccc(Cl)cc1Cl,0
O=c1c2ccccc2c(-c2ccccc2)nn1Cc1cccc(Br)c1,0
Cc1ccc(C(=O)NCCNc2ccc([N+](=O)[O-])cc2)cc1,12
COc1ccc(C(=O)NC2CC(C)(C)NC(C)(C)C2)cc1OC,-53
CCCOc1ccc(-c2ccc(-c3nc(-c4cc(OC)c(OC)c(OC)c4)no3)cc2)cc1,-5
CCOC(=O)CCNC(=O)c1ccccc1Br,14
CC(=O)C1=C(O)C(=O)N(CCCC(=O)O)C1c1ccc(F)cc1 (centres undefined),0
COc1ccc(C(=O)Oc2ccc3c(c2)C(C)=CC(C)(C)N3)cc1,4
Cc1nc2ccccn2c1C(=O)NC1CCCCC1,-19
CC1CCC(NCCc2ccc3c(c2)OCO3)CC1 (centres undefined),-3
Cc1cc(F)ccc1NCc1ccncc1,-15
Cn1/c(=N/N=C/c2cc(Br)ccc2O)sc2ccccc21,114*
CCCCC1CCC(C(=O)Nc2nc3ccccc3n2C)CC1 (centres undefined),-7
Cc1ccc(C(C)C)c(OCCNC(=O)c2cccs2)c1,-17
COC(=O)c1cc(NC(=O)c2cccc(OC(C)C)c2)cc(C(=O)OC)c1,-6
Cc1ccc(NC(=O)c2cccc(F)c2)c(C)c1,-14
O=C(Nc1ccc2c(c1)oc1ccccc12)c1ccc([N+](=O)[O-])cc1,-13
CCOc1ccc(NC(=O)/C=C/c2ccc([N+](=O)[O-])cc2)cc1,-1
CCOC(=O)C1=C(C)N=c2s/c(=C\c3ccc(N(CC)CC)o3)c(=O)n2C1c1ccc(OC)c(OC)c1 (centres undefined),2

Some of the compounds tested; rates above refer to the full screens.
